PME-1 inh: PME-1 (human) inhibition; Q9Y570; recombinant PME-1, FP-Rh probe fluorescence polarization; inhibition, % at 5.9 µM; 320,000 tested, 0.53% active; AID 2130;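 active = inhibition above the campaign mean of all compounds plus 3 SD, cut at about 26% in these data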;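 also: competitive labeling of PME-1 active site by serine hydrolase directed probe; 0% = PME-1 with DMSO and 100% = wells lacking PME-1 enzyme; inhibitors block probe labeling so polarization falls and inhibition rises; many of its hits are not listed in these tables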
Target sequence (Q9Y570 whole entry, looked up): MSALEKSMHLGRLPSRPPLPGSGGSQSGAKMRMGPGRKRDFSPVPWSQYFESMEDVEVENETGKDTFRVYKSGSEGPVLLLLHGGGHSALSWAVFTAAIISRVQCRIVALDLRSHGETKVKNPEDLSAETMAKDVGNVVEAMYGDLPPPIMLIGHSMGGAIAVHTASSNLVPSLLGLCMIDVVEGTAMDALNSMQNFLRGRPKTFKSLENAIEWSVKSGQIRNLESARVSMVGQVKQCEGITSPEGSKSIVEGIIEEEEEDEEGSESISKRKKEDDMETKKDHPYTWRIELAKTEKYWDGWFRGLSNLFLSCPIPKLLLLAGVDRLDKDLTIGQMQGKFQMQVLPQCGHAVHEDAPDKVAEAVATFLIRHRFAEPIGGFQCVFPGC
MEX-5 binding: C. elegans MEX-5 TCR-2 RNA binding activity | 300,000 tested, 0.38% active | activity score (negative = inhibition of binding), % at 10 µM | MEX-5/FITC-TCR2 RNA binding, fluorescence polarization; stronger effect = lower value | AID 1832 | Q9XUB2;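 active = inhibition past about -25% in most replicates, and total fluorescence under double the plate's negative control median, limit read from the data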;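 also: 0% = DMSO and -100% = 5 µM competing unlabeled TCR2 RNA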
TPT1 inh: blocks Candida albicans tRNA 2'-phosphotransferase. recombinant caTPT1, FP RNA substrate dephosphorylation. inhibition, % at 5 µM. 300,000 tested, 0.81% active. AID 1962;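 active = inhibition above the mean of all tested compounds plus 3 SD, set per screening campaign, cut at about 24% in these data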;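 also: plate controls were DMSO alone for no effect and ferristatin control at 100 nM for full effect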
GSTO1 inh: counter-screen for RBBP9 inhibitors: inhibitors of human GSTO1 | P78417 | 300,000 tested, 1.1% active | recombinant GSTO1, activity-based probe fluorescence polarization | inhibition, % at 5.96 µM | AID 1974;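 active = inhibition above the campaign mean inhibition plus 3 SD, cut at about 35% in these data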;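 also: 0% = GSTO1-1 with DMSO and 100% = wells lacking GSTO1-1 enzyme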
Target sequence (P78417 whole entry, looked up): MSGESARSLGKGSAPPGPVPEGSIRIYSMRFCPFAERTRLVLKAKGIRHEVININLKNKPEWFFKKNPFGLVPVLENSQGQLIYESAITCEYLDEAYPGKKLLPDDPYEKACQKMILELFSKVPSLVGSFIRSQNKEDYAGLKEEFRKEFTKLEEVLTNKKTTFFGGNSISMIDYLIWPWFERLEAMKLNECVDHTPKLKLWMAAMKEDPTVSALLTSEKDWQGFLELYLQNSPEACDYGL
PAD4 inh: inhibitors of human PAD4; recombinant PAD4, RCA probe fluorescence polarization; 330,000 tested, 0.41% active; AID 485272; Q9UM07; inhibition, % at 6.36 µM;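 active = percent inhibition above a cutoff equal to the mean of all tested compounds plus 3 SD, cut at about 15% in these data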;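 also: 0% = PAD4 with RCA probe and DMSO and 100% = probe without PAD4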
Fam108B inh: Fam108B inhibition, counter-screen for RBBP9 inhibitors; recombinant Fam108B, FP-Rh probe fluorescence polarization; inhibition, % at 9.51 µM; 300,000 tested, 0.33% active; AID 1947;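 active = inhibition above the screen mean inhibition plus 3 SD, computed separately per campaign, cut at about 18% in these data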;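 also: inhibitors lower polarization as less probe binds the enzyme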
GLD-1 TGE inh: GLD-1-TGE RNA interaction inhibition (C. elegans). purified GLD-1 + fluorescein TGE RNA, fluorescence polarization. inhibition, % at 5.96 µM. Q17339. 320,000 tested, 0.44% active;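 active = percent inhibition above a per-plate cutoff, the plate mean of test compounds plus 3 SD, cut at about 30% in these data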;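 also: 0% = DMSO wells with GLD-1 and probe and 100% = wells lacking GLD-1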
MCL1-BIM inh: MCL1-BIM-BH3 interaction inhibition (human). Q07820. GST-MCL1 / FITC-Bim-BH3 fluorescence polarization. inhibition, % at 10.9 µM. 320,000 tested, 0.68% active;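 active = inhibition above the mean inhibition of all tested compounds plus 3 SD, set per campaign, cut at about 40% in these data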;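 also: 0% = DMSO wells and 100% = unlabeled Bim-BH3 peptide control; higher means more loss of mP so more displacement of Bim peptide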
Target sequence (Q07820 whole entry, looked up): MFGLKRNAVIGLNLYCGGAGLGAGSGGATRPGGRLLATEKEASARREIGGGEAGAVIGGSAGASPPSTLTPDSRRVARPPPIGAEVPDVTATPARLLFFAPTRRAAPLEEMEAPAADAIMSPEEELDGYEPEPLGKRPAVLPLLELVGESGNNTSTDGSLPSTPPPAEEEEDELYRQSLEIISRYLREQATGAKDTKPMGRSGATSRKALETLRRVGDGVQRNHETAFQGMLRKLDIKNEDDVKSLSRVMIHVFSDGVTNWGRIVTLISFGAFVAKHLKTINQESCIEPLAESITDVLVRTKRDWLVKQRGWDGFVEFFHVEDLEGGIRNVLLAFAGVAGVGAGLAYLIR
Bcl-xL primary: Bcl-xL (human) inhibition; Q07817; GST-Bcl-xL / FITC-Bim BH3 peptide fluorescence polarization; inhibition, % at 10.9 µM; 320,000 tested, 0.7% active; AID 2129;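 active = inhibition above the mean of all tested compounds plus 3 SD, cutoff set per campaign, cut at about 30% in these data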;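 also: 0% = DMSO wells and 100% = unlabeled Bim-BH3 peptide competitor; inhibitors lower millipolarization by displacing the labeled peptide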
* = called active by the depositor; . = no result given.

#	SMILES	PME-1 inh	MEX-5 binding	TPT1 inh	GSTO1 inh	PAD4 inh	Fam108B inh	GLD-1 TGE inh	MCL1-BIM inh	Bcl-xL primary
1	CCOc1ccc(-c2nn(-c3ccccc3)cc2/C=C2\SC(N)=NC2=O)cc1C	-6	0.2	-1	-15	-8	-13	-1	2	4
2	Cn1cnnc1SCc1ccccc1[N+](=O)[O-]	-5	-0.5	4	2	-4	-2	-1	-3	1
3	O=C(c1ccco1)N1N=C2CCCCCC2C1(O)C(F)(F)F (stereo not drawn)	-3	-2.1	5	6	-3	2	4	5	7
4	O=C(Cn1cc([N+](=O)[O-])ccc1=O)N1CCCc2ccccc21	-6	-0.1	3	4	0	-2	2	-5	-3
5	O=C(c1ccc(N2CCCC2)c([N+](=O)[O-])c1)N1CCN(S(=O)(=O)c2ccc(Cl)cc2)CC1	7	0.5	-2	-3	-5	-4	4	0	-1
6	Cc1cccc(NC(=S)NNC(=S)NC2CCCCC2)c1C	-2	0.2	1	-16	4	-1	8	10	7
7	COc1ccc(C(=O)CC2OC(=O)c3c2ccc(OC)c3OC)cc1 (stereo not drawn)	-13	1.0	3	0	-4	-1	-6	6	3
8	Cc1ccc([C@@H]2[C@@H]3C(=O)N(c4ccccc4)C(=O)[C@@H]3[C@]3(C)C(=O)N(Cc4ccccn4)CC(=O)N23)o1	-3	0.0	1	5	-3	0	3	-3	3
9	CCN(Cc1cccs1)C(=O)CN1C(=O)NC2(CCCc3ccccc32)C1=O (stereo not drawn)	-2	.	.	.	-2	.	0	-2	1
10	CC(Oc1ccccc1)C(=O)N1CCC2(CC1)Oc1ccc(F)cc1C(=O)C21CC(c2ccccc2)=NO1 (stereo not drawn)	-7	4.6	0	0	1	1	1	3	1
11	Cn1cc(S(=O)(=O)NCc2ccc3c(c2)OCO3)c(C(F)(F)F)n1	-1	-0.3	-3	1	-5	6	4	4	-3
12	CC(C)CC(NC(=O)COc1ccccc1)C(=O)O (stereo not drawn)	4	2.1	1	5	2	-1	4	4	5
13	COc1ccc(CC(=O)OCC(=O)Nc2c(C)n(C)n(-c3ccccc3)c2=O)cc1OC	0	.	.	.	-1	.	1	-10	2
14	CCOc1cc(/C=N/NC(=O)c2ccncc2)ccc1OC(=O)c1ccc([N+](=O)[O-])cc1	3	-2.0	6	5	-3	-3	-2	0	2
15	CCOc1ccc(-c2nn(-c3ccccc3)cc2/C=C(\C#N)S(=O)(=O)c2ccccc2)cc1C	0	0.9	-1	-1	-3	2	2	0	-2
16	Cc1cc2c(cc1S(=O)(=O)N1CCc3ccccc31)NC(=O)CO2	-5	2.2	1	-1	0	-3	5	-5	2
17	COC(=O)C1=CN(c2ccc(OC)cc2)C=C(C(=O)OC)C1c1ccc(C)c([N+](=O)[O-])c1	-6	-2.1	-1	4	1	-1	-2	4	2
18	COCCC(=O)N1CCC(Oc2ccc(C(=O)NC3Cc4ccccc4C3)cc2)CC1	0	-1.6	0	2	-6	0	3	-5	3
19	CCCCNC(=O)NNC(=O)COc1cc(C)cc(C)c1	-3	-2.9	-5	0	-5	1	-4	2	5
20	Cc1ccc(C)c(N(CC(=O)NC2CCCCC2)C(=O)c2csnn2)c1	7	-0.9	-2	-1	-2	-1	-7	4	6
21	CC(=O)N1CCN(C(=O)COc2ccc(Br)cc2)CC1	1	3.1	-2	11	0	1	2	-2	1
22	N/C(Cc1ccc([N+](=O)[O-])cc1)=N\OC(=O)Cc1ccc(Cl)cc1	-3	0.1	-1	-7	-5	-3	-3	6	4
23	CS(=O)(=O)NCCSc1nnnn1-c1ccccc1	-1	-1.4	1	-4	3	6	7	5	4
24	COc1ccc(NC(=O)CN2CCN(CC(=O)Nc3ccc(F)cc3)CC2)c(OC)c1	3	-0.5	0	8	3	7	1	-7	1
25	CCOc1ccccc1C(=O)NCC(=O)NCC(C)(C)N1CCOCC1	3	.	.	.	0	.	-4	6	3
26	CCC(C)NCCCOc1c(C)cc(C)cc1Br (stereo not drawn)	-6	-1.7	3	4	-2	0	1	-2	5
27	CC(=O)C1=C(O)C(=O)N(CCc2c[nH]c3ccccc23)C1c1ccc(O)cc1 (stereo not drawn)	4	1.7	1	8	-13	-2	5	0	6
28	CC1CCC(NC(=O)C(=O)Nc2ccc3c(c2)OCO3)CC1 (stereo not drawn)	-1	2.8	-2	8	1	-1	-6	6	3
29	CCc1csc(CCNC(=O)C2CCC(=O)N(CCOC)C2)n1 (stereo not drawn)	4	0.6	-3	-5	3	0	-4	8	5
30	O=C(CCC(=O)N1CCN(c2ccccn2)CC1)c1ccc(Cl)s1	3	.	.	.	-6	.	1	10	9
31	CCOC(=O)[C@H]1[C@H]2COc3ccc(Br)cc3[C@@H]2N2C(=O)CN(Cc3ccc(OC)cc3)C(=O)[C@@]12C	3	.	.	.	-1	.	-4	0	1
32	COc1ccc(S(=O)(=O)N2CCSC2)cc1C	5	1.6	-4	8	-1	-4	-3	7	0
33	O=C(NCCNc1ccc([N+](=O)[O-])cc1C(F)(F)F)c1ccc(F)cc1	-2	0.8	0	2	-2	2	4	-1	5
34	CCOc1ccc(C(=O)Nc2ccccc2OC(F)F)cc1	-1	0.2	-2	3	1	3	-1	1	2
35	Cc1ccccc1-c1noc(CNC(=O)c2ccco2)n1	-6	-0.7	-1	6	-1	-1	-4	12	5
36	Cc1ccccc1Nc1nc(N)c2ccccc2n1	0	1.5	1	7	2	3	1	-7	0
37	COc1ccccc1OCCC(=O)OCC(=O)NC(C)c1ccccc1 (stereo not drawn)	2	1.2	-1	7	2	-2	3	2	5
38	Cc1ccc(C(=O)Nc2ccc(C(=O)O)cc2)cc1S(=O)(=O)NCc1ccccc1	1	-1.5	-4	-3	0	2	7	8	9
39	C=C(C)C(=O)OCC(O)COc1ccc(C(C)(C)c2ccc(OCC(O)COC(=O)C(=C)C)cc2)cc1 (stereo not drawn)	-10	-2.9	5	1	-7	1	6	-5	-6
40	CCOC(=O)CNC(=O)c1c2c(nc3ccccc13)CCCC2	3	-1.0	2	5	-3	-4	2	2	4
41	O=C(O)c1coc2ccccc12	-9	1.5	-3	12	-2	2	1	-22	-12
42	CCOC(=O)c1cc(-c2ccc(C)cc2)n(CCC(=O)N2CCN(c3ccccn3)CC2)c1C	16	1.8	-2	-3	5	7	-2	0	-1
43	CCCCN(Cc1ccccc1)C(=O)c1cnc2n(c1=O)CCS2	-8	-0.9	-12	-5	-1	-3	6	8	-3
44	S=C1NCN(Cc2cccnc2)CN1	-5	0.4	0	-8	0	-2	2	4	2
45	CC(C)CCn1c(N)c(S(=O)(=O)c2cccs2)c2nc3ccccc3nc21	4	0.5	4	57*	63*	-1	8	0	2
46	CCCN(CC(=O)Nc1ccccc1C)C(=O)c1ccc(N2CCCCC2)c([N+](=O)[O-])c1	2	-0.9	-5	11	5	2	8	7	7
47	COc1ccc(C)cc1S(=O)(=O)N1CCN(c2cccc(C(F)(F)F)c2)CC1	-1	-0.4	-1	4	-1	0	-2	1	4
48	O=C(c1ccccc1)c1c[nH]c(C(=O)NCc2cccnc2)c1	-4	1.4	0	-7	-6	-1	-6	-16	-5
49	CNC(=O)c1c(C)[nH]c(=S)c(C#N)c1-c1ccco1	7	-0.2	0	8	26*	-4	6	-7	1
50	Cc1ccccc1C(=O)N1CCC(C(=O)NC2CCCC2)CC1	8	1.2	-2	4	6	1	4	2	3

Other compounds:
#	SMILES	PME-1 inh	MEX-5 binding	TPT1 inh	GSTO1 inh	PAD4 inh	Fam108B inh	GLD-1 TGE inh	MCL1-BIM inh	Bcl-xL primary
51	CN1CCN(NC(=O)COc2cccc(C(F)(F)F)c2)CC1	0	0.6	-3	-1	0	4	2	2	10
52	O=C(O)COc1cccc(NC(=O)C2CCCO2)c1 (stereo not drawn)	-2	0.4	-3	-2	-2	1	1	4	-1
53	COc1cccc(NC(=O)[C@@H]2CCC(=O)N2C2OC(=O)c3ccccc32)c1 (stereo partly drawn)	0	0.9	-3	-9	1	-3	9	5	5
54	CCOC(=O)C1=C(c2ccccc2)NC(SCC(=O)NC2CCCCC2)=C(C#N)C1c1ccco1 (stereo not drawn)	-11	1.2	-3	1	3	-13	12	0	3
55	COc1ccc(CNC(=O)CN(C)S(=O)(=O)c2ccccc2)cc1	-2	-1.0	0	-4	-7	1	5	0	3
56	CNC(=S)Nc1ccc([N+](=O)[O-])cc1C	0	0.3	-2	5	0	-1	4	5	3
57	O=S(=O)(O)CCN1CCOCC1	-1	0.0	-1	6	-4	-1	2	3	1
58	Cc1c(C(=O)c2ccc(F)cc2)c2ccccn2c1CCc1ccccn1	-2	-0.1	-6	6	-4	0	1	3	5
59	Cc1ccnc(Sc2ccc([N+](=O)[O-])cc2[N+](=O)[O-])n1	-6	-0.1	1	27	22*	-1	-1	0	3
60	COc1ccc(OCC(=O)Nc2ccc3c(c2)nc(CCN2CCC(C)CC2)n3C)cc1	-1	-0.2	-4	2	2	2	3	2	8
61	O=C(O)c1cc([N+](=O)[O-])ccc1NCc1ccccc1	5	1.1	-2	0	0	-3	5	2	4
62	COC(=O)C1CCN(C(=O)COC(=O)c2cc([N+](=O)[O-])ccc2N2CCOCC2)CC1	-7	.	.	.	3	.	1	-5	0
63	COc1ccccc1NS(=O)(=O)c1ccc(C(=O)NCC(c2ccco2)N(C)C)cc1 (stereo not drawn)	15	.	.	.	-3	.	2	7	5
64	O=C(O)CCCNC(=O)/C(=C\c1ccccc1F)NC(=O)c1ccccc1	3	-0.1	-1	-2	-1	0	-5	-1	4
65	O=C1NN=C(c2ccccc2)CC1c1ccc(Cl)cc1Cl (stereo not drawn)	-1	2.0	-2	-12	-5	-4	1	-2	1
66	Cc1ccc(S(=O)(=O)c2c(N)n(CC3CCOC3)c3nc4ccccc4nc23)cc1 (stereo not drawn)	8	-0.1	-1	26	-4	6	5	9	9
67	CCN(CC(=O)Nc1ccc(S(=O)(=O)N2CCCC2)cc1)CC(=O)Nc1cccc(OC)c1	8	-9.1	1	-2	1	2	4	3	4
68	O=C(O)c1cc2c(N3CCC(Cc4ccccc4)CC3)ncnc2s1	-1	-1.7	3	-6	-5	2	11	5	4
69	CCN(c1ccccc1)S(=O)(=O)c1ccc(C(=O)N(CCN(C)C)c2nc3c(F)cc(F)cc3s2)cc1	-1	1.4	-1	6	1	-4	5	7	4
70	COCC(=O)N1CCC(n2nnc3cc(C(F)(F)F)ccc32)CC1	6	-0.3	-1	0	0	0	0	2	2
71	O=C(NC1CCCCCC1)c1ccc(CS(=O)Cc2ccccc2Cl)o1 (stereo not drawn)	-4	-0.9	-3	-8	1	0	-4	2	4
72	O=C(CCC(=O)N1CCSc2ccccc21)NCCc1ccccc1	-8	-1.1	2	-2	-3	-4	-2	-1	-2
73	CCNC(=O)C1CC(=O)N(CC)C(=Nc2cc(Cl)c(O)c(Cl)c2)S1 (stereo not drawn)	0	-1.1	-1	2	0	5	2	8	12
74	O=C(COC(=O)c1cccs1)c1ccc2c(c1)OCCO2	3	0.7	-1	6	5	5	3	8	3
75	CC(C)C[C@H](NC(=O)c1nc[nH]c1C(=O)N1CCN(c2ccccc2)CC1)C(=O)OCc1ccccc1	-3	5.1	0	2	-3	-1	-1	11	10
76	O=C1CC(N2CCCN(C3CC(=O)N(c4ccc(F)cc4)C3=O)CC2)C(=O)N1c1ccc(F)cc1 (stereo not drawn)	-3	-0.1	1	6	-3	-3	5	-1	5
77	Cc1ccc(S(=O)(=O)N2CCCCC2C(=O)O)cc1 (stereo not drawn)	-3	-2.5	-4	-2	-2	-2	6	-6	-1

Source: PubChem BioAssay (several laboratories)

Some of the compounds tested; rates above refer to the full screens.
